SRC2 inh: inhibition of GAL4-SRC2 driven luciferase reporter, primary screen, SRC2 inhibitor project, cell-based, luminescence; Nuclear receptor coactivator 2 (Homo sapiens), Q15596; HEK293 GAL4-SRC2 luciferase reporter; inhibition, % at 9 µM; 370,000 tested, 0.17% active; AID 651957, 2012;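 active = inhibition above the mean inhibition of all tested compounds plus 3 SD, set per campaign, cut at about 52% in these data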;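 note: 0% = DMSO treated cells and 100% = cells given Gossypol at 36 µM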
Target sequence (Q15596 whole entry, looked up, the tested form may be a part): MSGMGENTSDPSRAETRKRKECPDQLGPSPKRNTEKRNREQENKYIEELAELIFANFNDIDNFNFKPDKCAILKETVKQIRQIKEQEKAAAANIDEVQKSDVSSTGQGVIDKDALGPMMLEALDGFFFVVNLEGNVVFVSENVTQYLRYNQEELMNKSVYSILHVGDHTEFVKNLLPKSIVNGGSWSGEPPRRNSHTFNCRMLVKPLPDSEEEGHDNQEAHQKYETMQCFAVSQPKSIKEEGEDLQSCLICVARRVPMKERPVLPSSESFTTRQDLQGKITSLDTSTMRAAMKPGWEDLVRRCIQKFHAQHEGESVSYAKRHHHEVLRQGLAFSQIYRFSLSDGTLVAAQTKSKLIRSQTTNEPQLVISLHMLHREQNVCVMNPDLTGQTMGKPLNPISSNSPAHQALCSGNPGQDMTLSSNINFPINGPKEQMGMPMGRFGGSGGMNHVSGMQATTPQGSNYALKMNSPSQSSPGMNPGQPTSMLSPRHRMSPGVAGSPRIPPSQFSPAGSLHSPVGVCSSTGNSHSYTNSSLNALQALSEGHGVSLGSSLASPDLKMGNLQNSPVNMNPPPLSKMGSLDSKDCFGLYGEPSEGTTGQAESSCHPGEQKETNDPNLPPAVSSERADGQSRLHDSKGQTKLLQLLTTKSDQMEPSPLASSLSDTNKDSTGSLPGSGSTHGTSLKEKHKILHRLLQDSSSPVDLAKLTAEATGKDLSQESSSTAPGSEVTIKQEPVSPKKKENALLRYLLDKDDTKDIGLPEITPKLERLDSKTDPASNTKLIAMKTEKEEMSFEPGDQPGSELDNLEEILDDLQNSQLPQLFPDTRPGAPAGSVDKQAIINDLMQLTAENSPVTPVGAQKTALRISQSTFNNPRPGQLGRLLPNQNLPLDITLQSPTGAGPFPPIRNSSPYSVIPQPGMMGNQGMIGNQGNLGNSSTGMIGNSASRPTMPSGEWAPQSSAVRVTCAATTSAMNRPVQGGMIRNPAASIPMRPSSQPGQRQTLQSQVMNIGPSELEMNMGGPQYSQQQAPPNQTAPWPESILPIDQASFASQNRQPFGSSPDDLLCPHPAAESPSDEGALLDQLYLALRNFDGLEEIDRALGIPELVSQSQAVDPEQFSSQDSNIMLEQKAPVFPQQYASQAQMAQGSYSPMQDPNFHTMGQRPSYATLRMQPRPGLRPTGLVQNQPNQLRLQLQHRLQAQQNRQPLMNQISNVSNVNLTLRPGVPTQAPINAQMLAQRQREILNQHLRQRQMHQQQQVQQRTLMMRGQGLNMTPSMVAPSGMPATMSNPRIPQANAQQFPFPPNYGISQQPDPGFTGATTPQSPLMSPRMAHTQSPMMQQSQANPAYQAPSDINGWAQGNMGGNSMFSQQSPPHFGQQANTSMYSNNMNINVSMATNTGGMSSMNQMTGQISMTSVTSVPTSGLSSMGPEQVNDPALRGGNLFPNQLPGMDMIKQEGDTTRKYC
NOD2-RIPK2 inh: NOD2-RIPK2 binding disruptors in cells, primary screen, fluorescence, CHO cells, BLA complementation; Receptor-interacting serine/threonine-protein kinase 2 (Homo sapiens), O43353; CCF4 ratio; AID 624267, 2012; 360,000 tested, 0.38% active; inhibition, % at 4.98 µM; in the data active = inhibition above about 21%;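 note: 0% = vehicle only and 100% = reference blocker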
NR5A2 inv ag: LRH-1 (NR5A2) inverse agonists, primary screen, cell-based, luminescence, HEK293T, StAR-luciferase reporter. Nuclear receptor subfamily 5 group A member 2 (Homo sapiens), O00482. LRH-1 transfected, 24 h. inhibition, % at 3.6 µM. 360,000 tested, 0.13% active. AID 602396, 2012;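 active = inhibition above the mean inhibition of all tested compounds plus 3 SD, cut at about 73% in these data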;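 note: 0% = DMSO wells and 100% = reporter-only cells lacking LRH-1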
NCOA1 inh: SRC1 coactivator transcriptional activity inhibitors, primary screen, cell-based, luminescence. Nuclear receptor coactivator 1 (Homo sapiens), Q15788. HEK293 GAL4-SRC1 luciferase reporter. inhibition, % at 3.6 µM. 360,000 tested, 0.12% active. AID 588354, 2011;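 active = inhibition above the campaign mean plus 3 SD, with each screening campaign given its own cutoff, cut at about 60% in these data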;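 note: 0% = DMSO treated cells and 100% = gossypol at 36 µM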
SRC3 inh: SRC3 coactivator transcriptional activity inhibitors, primary screen, cell-based, luminescence. Nuclear receptor coactivator 3 (Homo sapiens), Q9Y6Q9. HEK293 GAL4-SRC3 luciferase reporter. inhibition, % at 3.6 µM. 360,000 tested, 0.17% active. AID 588352, 2011;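 active = inhibition above a per-campaign cutoff, the mean of all compounds plus 3 SD, cut at about 60% in these data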;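 note: 0% = DMSO-treated cells and 100% = gossypol-treated cells at 36 µM; higher means less SRC3-driven luciferase light from the GAL4 reporter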
TRAIL sens C8: viability loss with TRAIL in NB7+C8 cells, primary screen, TRAIL sensitizer project, cell-based, ATPlite luminescence. inhibition (viability loss, TRAIL sensitization), % at 10 µM. 360,000 tested, 1% active. AID 624354, 2012;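 active = compounds causing at least 50% loss of cell viability in the single-dose screen, relative to plate controls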
LMP1 NFkB inh: EBV LMP1-driven NF-kappaB luciferase reporter inhibitors, primary screen, cell-based, luminescence, single point; AID 504558, 2011; LMP1-induced NF-kappaB luciferase reporter cells; inhibition, % at 12.5 µM; 350,000 tested, 0.69% active; in the data active = inhibition above about 41%;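 note: 0% = neutral control wells and 100% = reference inhibitor control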
TROY signal inh: inhibitors of TROY-driven NF-kB signaling, primary screen, Q293 LMP1-TROYcd cells, NF-kB luciferase, uHTS; Q293 LMP1-TROYcd NF-kB luciferase reporter, 4 h; inhibition, % at 10 µM; 360,000 tested, 0.98% active; AID 1347056, 2019;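 active = compounds whose plate-normalised and pattern-corrected inhibition of the luciferase reporter signal at the single screening dose is 50% or more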
Vif imaging: HIV Vif self-association inhibitors, primary screen, imaging, HEK293T, single point | HEK293T cells, Vif self-association by quenched fluorescence, 24 h | inhibition, % at 7.49 µM | AID 602346, 2012 | 340,000 tested, 0.35% active; in the data active = inhibition above about 50%, passing the limit was not always enough; note: some results filed as inactive read as strong as hits
COUP-TFII inh: NR2F2 transcriptional activity inhibitors, primary screen, cell-based, luciferase reporter, HEK293T, luminescence; COUP transcription factor 2 (Homo sapiens), P24468; HEK293T NGFI-A luciferase reporter; inhibition, % at 8.6 µM; 370,000 tested, 0.7% active; AID 686940, 2013;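 active = inhibition above a per-plate cutoff, mean inhibition of test wells between control levels plus 3 SD, cut at about 38% in these data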;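 note: cells cotransfected with COUP-TFII expression vector driving the NGFI-A reporter; 0% = median of COUP-TF2 test wells and 100% = reporter-only cells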
TLR9-MyD88 block: inhibitors of TLR9-MyD88 association in cells, primary screen, cell-based, CHO, BLA complementation, fluorescence; inhibition, % at 4.98 µM; CCF4 FRET ratio; Toll-like receptor 9 (Homo sapiens) + Myeloid differentiation primary response protein …; 340,000 tested, 0.21% active;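 active = inhibition above the mean over all tested compounds plus 3 SD, cut at about 21% in these data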;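 note: 0% = DMSO only wells and 100% = clavulanate BLA inhibitor control wells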
Numbers without * were called inactive; / = no result given; & = joins results of further samples. Only part of the results is shown; rates above refer to the full screens.

SMILES	SRC2 inh	NOD2-RIPK2 inh	NR5A2 inv ag	NCOA1 inh	SRC3 inh	TRAIL sens C8	LMP1 NFkB inh	TROY signal inh	Vif imaging	COUP-TFII inh	TLR9-MyD88 block
CC(C)(C)c1ccc(CCC2OCC(CN3CCOCC3)O2)cc1 (centres undefined)	-6.3	-5.0	-6.8	-5.0	-9.6	-11.0	-2.0	13.5	0.2	-1.0	-0.8
CCCCOc1ccc(C(=O)NCCc2ccccc2)cc1	-62.7	-1.8	-151.0	-124.2	-94.1	10.1	-30.0	-22.2	2.4	-44.6	-4.6
O=C(CCNS(=O)(=O)c1ccc2c(c1)CCC(=O)N2)NCc1ccc2c(c1)OCO2	2.5	-0.6	-6.6	-5.7	17.4	4.0	2.5	1.9	-4.3	9.4	0.3
Cc1cc(NC(=O)Nc2cccc(Cl)c2)n(-c2ccccc2)n1	6.8	-17.7	15.3	-9.0	4.4	-6.5	7.3	-12.1	27.6	8.2	-3.7
COc1ccc(Sc2ccccc2CN(C)C)cc1OC	14.2	0.4	-3.0	-8.6	15.4	-4.2	-14.8	-7.3	2.2	-15.7	-2.5
COC(=O)c1cc(-c2cccs2)nn1-c1ccccc1	-13.3	-14.2	16.1	1.3	1.4	9.4	3.6	-1.1	-1.1	7.5	11.0
COc1ccc(NC(=O)NNC(=O)COc2cc(C)c(Cl)c(C)c2)c(OC)c1	0.7	-9.8	12.6	-7.4	7.9	12.5	-8.8	-12.9	24.3	6.5	4.1
O=C(CN1CCCCCC1)Nc1ccc(Cl)cc1F	21.8	-1.2	0.8	-25.1	-8.0	-19.7	-4.7	7.7	-4.1	27.0	-3.7
CCC(C(=O)NC1CCCCC1)n1c2ccccc2c2nc(=O)cc(C)n21 (centres undefined)	-14.5	-11.2	-0.9	-10.4	9.5	-1.9	1.8	6.3	-4.5	-3.4	-6.9
O=S(=O)(NCCc1nc2ccccc2[nH]1)c1ccccc1	-1.0	-6.2	33.7	-0.7	2.9	7.8	1.1	-6.0	9.9	-1.4	0.4
c1ccc(Oc2ccc3ccccc3n2)cc1	-26.4	-6.7	-24.5	-15.8	-38.5	-4.5	-8.0	-51.4	-0.1	-5.7	-4.4
CN(CC(=O)NCc1ccncc1)S(=O)(=O)c1ccc(F)cc1	-10.9	-2.7	11.0	10.4	5.3	-3.7	-6.9	-5.0	/	-3.7	0.3
Cc1nc([N+](=O)[O-])cn1CC(O)c1ccc(F)cc1 (centres undefined)	-20.4	-2.3	1.2	-10.7	18.4	-6.1	-4.5	6.6	-5.7	7.2	-1.2
COc1ccc2nc(Nc3ccccc3OC)sc2c1	-40.4	-2.2	-119.5	-70.6	-88.5	69.0*	9.1	-37.4	-2.9	-44.5	11.8
COc1ccc(C(=O)N2CCN(c3ccc(C)c(C)c3)CC2)cc1OC	-6.2	-7.2	-40.6	-0.6	7.7	-10.4	8.1	9.6	-3.0	5.5	-0.1
COc1ccccc1CCNC(=O)C(=O)NCC1OCCN1S(=O)(=O)c1ccc(F)cc1 (centres undefined)	5.5	5.6	13.9	-8.8	-13.0	12.4	0.6	-0.2	-6.7	8.4	13.5
CN(C)C(=O)COc1ccc(Br)cc1	-18.7	3.3	10.3	-5.2	8.0	-18.8	4.4	-3.9	-4.0	-5.2	6.5
COc1ccc(CCNC(=O)CC(C)S(=O)(=O)c2ccc3c(c2)NC(=O)CO3)cc1OC (centres undefined)	-14.2	-12.0	-3.0	-13.6	-5.2	-7.9	2.1	-2.7	0.8	6.3	-13.2
CCOC(=O)N/N=C/c1ccc(N2CCOCC2)s1	-55.2	-10.4	-12.8	-19.7	1.3	-2.9	1.0	-0.3	2.6	0.5	6.9
COc1ccc(/C=C2\SC(=S)N(CCC(=O)NC3=NCCS3)C2=O)cc1OC	27.3	7.2	29.5	4.6	14.1	4.3	20.6	6.0	0.3	6.3	7.2
Cc1ccc(NC(=O)C(c2ccccc2)c2ccccc2)nc1	-12.1	-10.0	-2.4	-13.1	5.9	-4.0	4.1	6.5	8.2	-4.8	1.5
O=C(CN(C(=O)Cn1nnc(-c2cccs2)n1)c1ccc2c(c1)OCCO2)NCC1CCCO1 (centres undefined)	-7.1	4.8	-13.2	8.1	10.0	6.2	-3.9	-7.3	7.6	-4.8	-8.9
CCc1[nH]nc(C(=O)N2CCCC(N3CCN(c4ccccc4C)CC3)C2)c1C (centres undefined)	-35.7	-2.1	-5.0	-41.6	7.0	-8.4	1.6	15.4	0.0	15.9	7.5
COC(=O)[C@@H]1C[C@@]2(O)[C@H](O)[C@H](O)[C@H](O)C[C@H]2N1Cc1cc(OC)cc(OC)c1	-10.6	-4.0	-28.8	-1.6	9.3	-7.9	7.2	-0.3	3.3	-9.9	-2.3
Cc1sc2nc(C3CC3)nc(NCCNS(=O)(=O)c3ccccc3)c2c1C	17.0	-1.2	5.9	-1.2	13.9	20.6	-19.3	0.9	-8.3	11.6	5.2
COc1ccc(S(=O)(=O)N2CCOC2CNC(=O)C(=O)NCc2ccccn2)cc1OC (centres undefined)	-36.2	-1.2	-8.4	-1.8	6.2	-10.1	1.5	4.1	9.0	-19.1	-3.1
O=C(CNC(=O)C1CCCCC1)Nc1ccc(F)c(Cl)c1	5.7	5.0	9.8	7.4	21.0	-3.9	3.5	-13.9	6.6	-9.7	3.8
COCC(=O)N(C)c1nnc(-c2ccc([N+](=O)[O-])cc2)s1	-10.0	-5.8	-41.1	-4.4	-33.1	7.3	4.0	2.2	-1.3	1.7	-4.5
CC(=O)c1cccc(-c2csc3ncnc(Sc4nnnn4C)c23)c1	42.9	3.5	4.3	26.1	48.2	9.6	/	19.5	-19.8	-14.2	/
COc1ccc(C(=O)N2CCN(c3nc4cc(C)ccc4cc3C#N)CC2)c(OC)c1	-10.7	3.6	-16.6	3.8	-9.2	8.3	20.1	-11.9	-4.2	8.8	-13.3
Cc1ccc(CNC(=O)c2ccc(N3CCc4ccccc43)c([N+](=O)[O-])c2)cc1	-10.1	3.5	14.3	-5.8	10.3	3.9	-8.7	-4.8	-20.2	1.3	-1.3
CC(C)(C)OC(=O)NCCCCCNC(=O)c1nc[nH]c1C(=O)N1CCc2ccccc2C1	-15.2	-0.7	10.6	-3.4	-8.4	-5.4	-1.8	12.8	-3.0	-15.6	-3.8
Cc1c(Cl)cccc1NC(=O)C1CCN(c2cnccn2)CC1	-14.4	6.8	4.0	-4.2	4.4	-9.5	3.8	-31.3	10.5	6.5	0.9
O=S(=O)(c1ccc(Cl)cc1)N1CCCCCC1	17.3	-0.3	-4.4	13.8	-59.2	6.0	-3.5	1.0	1.4	-6.8	6.0
CC(=NNC(=O)c1ccncc1)c1ccc2ccccc2c1O	23.0	8.4	24.7	21.4	34.7	-3.7	7.1	-3.1	49.9	8.5	12.7
COc1ccc(CC(=O)NC2CCSc3ccccc32)cc1OC (centres undefined)	-17.3	6.5	-7.8	-13.2	3.7	2.0	-5.5	11.2	11.4	-5.5	-6.9
CC(=O)OC1CCC2C3CCc4cc(O)ccc4C3CCC12C (centres undefined)	6.4	-11.7	2.6	6.9	-6.5	9.3	-4.7	11.0	0.2	9.4	4.2
CCOC(=O)c1c(NCCN(C)C)c2ccccc2[nH]c1=O	3.3	2.7	11.4	-11.9	13.8	5.8	1.4	5.5	22.4	-19.0	-15.0
CC(=O)O[C@H]1C(=O)[C@@]2(C)[C@H]([C@H](OC(=O)c3ccccc3)[C@]3(O)C[C@H](OC(=O)[C@H](O)C(NC(=O)c4ccccc4)c4ccccc4)C(C)=C1C3(C)C)[C@]1(OC(C)=O)CO[C@@H]1C[C@@H]2O (some centres undefined)	-4.0	0.8	28.4	-5.1	-11.3	13.2	20.5	7.8	19.4&11.9	17.8	1.1
O=C(Nc1nnc(S(=O)(=O)N2CCCCCC2)s1)c1ccc(Cl)cc1	-19.0	-13.4	9.5	3.1	-14.1	10.8	2.0	-25.1	-2.5	-20.8	-3.3
CC(C)[C@H](NC(=O)N1c2ccccc2NC(=O)[C@@H]1C(C)C)C(=O)N1CCC[C@H]1C(=O)O	-35.7	2.2	-7.6	-14.4	0.8	4.6	-4.1	-5.7	-6.9	-13.0	0.1
Cc1cc2nc(CS)[nH]c2cc1C	-11.1	13.2	4.3	-23.7	-22.0	7.0	-0.5	9.8	/	-1.5	-14.6
CCCCOC(=O)Nc1nnc(Cc2ccc(Cl)cc2)s1	-15.6	8.5	-0.5	14.7	15.0	-3.6	-1.5	-14.7	5.8	11.4	-2.8
CC(C)C(NC(=O)c1ccc2c(c1)OCCO2)c1nc2ccccc2[nH]1 (centres undefined)	1.3	-0.4	24.5	11.3	19.3	-17.4	0.7	13.4	5.1	11.9	1.3
O=C(NCCNC(=O)c1ccc(Cl)cc1Cl)c1cnccn1	-25.9	5.1	-15.9	-3.1	-1.5	15.4	-4.3	1.8	6.8	2.9	-7.9
CNC(=O)NC(=O)CSc1ccc(NC(C)=O)cc1	-1.9	-1.6	5.6	10.6	7.7	-21.1	-10.1	7.3	12.2	-3.7	-11.2
CC(=O)c1sc(NCc2ccccc2)nc1C	-17.2	-14.3	-7.5	-4.8	3.2	12.2	-1.2	-46.8	-11.1	-6.5	-14.0
Cc1cnc(C(=O)OCC(=O)N2c3ccccc3NC(=O)C2(C)C)cn1	1.1	-7.2	17.1	-3.2	-3.6	-11.9	0.1	-11.3	3.9	5.0	3.9
CN1OC[C@@H]2CN(C(=O)CCc3ccccc3)[C@H](c3cccc(N4CCOCC4)c3)C[C@@H]21	-8.7	-3.9	19.4	-6.5	-12.5	-9.4	-6.7	-3.1	/	-3.7	2.3
CC(=O)c1ccc(N2CCN(CC3CCCCC3)CC2)cc1	-5.3	-0.7	17.5	13.7	-4.4	10.0	-0.1	10.1	-6.0	4.6	-4.1

Source: PubChem BioAssay (several laboratories)
